# MOR-DOR ag – agonists of OPRM1-OPRD1 heterodimerization, primary screen, cell-based, luminescence. Mu-type opioid receptor (Homo sapiens) + Delta-type opioid receptor (Homo sapiens), …. cells. activation, % at 9.3 µM. 0.3% of 340,000 active; in the data active means activation above about 18%;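 further: 0% = vehicle-treated cells and 100% = reference agonist; values of inactives mirror those of a sister screen read the other way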
# Target sequence (P35372 whole entry, looked up): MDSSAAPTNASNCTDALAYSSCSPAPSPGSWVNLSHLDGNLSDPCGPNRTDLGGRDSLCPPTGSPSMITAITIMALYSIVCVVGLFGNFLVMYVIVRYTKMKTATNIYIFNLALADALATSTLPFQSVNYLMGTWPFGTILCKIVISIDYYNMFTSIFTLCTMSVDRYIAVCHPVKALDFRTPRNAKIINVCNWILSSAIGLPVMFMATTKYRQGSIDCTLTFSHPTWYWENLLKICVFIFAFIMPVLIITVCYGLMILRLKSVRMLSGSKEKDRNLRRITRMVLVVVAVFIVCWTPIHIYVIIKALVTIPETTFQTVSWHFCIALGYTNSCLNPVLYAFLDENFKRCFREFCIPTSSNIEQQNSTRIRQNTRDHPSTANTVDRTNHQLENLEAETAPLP
# Target sequence (P41143 whole entry, looked up): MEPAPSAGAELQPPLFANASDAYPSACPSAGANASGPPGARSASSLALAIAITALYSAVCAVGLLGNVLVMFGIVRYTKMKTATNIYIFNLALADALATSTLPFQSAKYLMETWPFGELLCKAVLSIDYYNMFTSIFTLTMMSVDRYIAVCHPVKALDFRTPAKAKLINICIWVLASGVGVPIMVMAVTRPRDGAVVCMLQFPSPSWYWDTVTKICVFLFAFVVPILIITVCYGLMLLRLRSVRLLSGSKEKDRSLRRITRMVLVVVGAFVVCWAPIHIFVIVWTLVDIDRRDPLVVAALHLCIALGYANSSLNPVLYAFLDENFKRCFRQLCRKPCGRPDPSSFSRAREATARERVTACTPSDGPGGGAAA
# HTR5A inv ctr – HTR5A inverse agonists in luminescence cell assay, primary screen, counter-screen for OPRM1-OPRD1 heterodimer inverse agonist project, full-deck HTS; 5-hydroxytryptamine receptor 5A (Homo sapiens), P47898; HTR5A cell line, inverse agonism; inhibition, % at 9.3 µM; 0.083% of 340,000 active; in the data active means inhibition mostly above about 23%, no sharp cut-off; inactive means mostly below about 18%;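 further: 0% = cells with DMSO and 100% = no-cell wells with DMSO; some compounds called inactive have numbers as strong as hits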
# Tat export inh – E. coli Tat export inhibitors, primary screen, MC4100, TorA-mCherry reporter, fluorescence, single point. inhibition, % at 10 µM. 0.036% of 340,000 active;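 active means mean replicate inhibition at least 50% and at least half of replicates individually reaching 50%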;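 further: exported cargo escapes ClpAP degradation while cytoplasmic cargo is degraded and loses fluorescence; 0% = median of neutral control wells and 100% = median of NaSCN control wells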
# phage Ecoli inh – growth loss of phage-infected E. coli, primary screen, RecBCD inhibitor project, absorbance, with phage, HTS. inhibition, % at 11.9 µM. 0.26% of 360,000 active; in the data active means inhibition above about 11%
# PKA-R2B act – activators of PKA-R2B holoenzyme, primary screen, biochemical, fluorescence polarization, Cy5-IP20, human. cAMP-dependent protein kinase catalytic subunit beta (Homo sapiens) + cAMP-dependent …. activation, % at 11.4 µM. PKA-R2B holoenzyme dissociation; R2B truncated from residue 108, S112A mutant; 0% DMSO only, 100% 113 µM cGMP. AID 504700, 2011. 0.079% of 340,000 active;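 active means activation above a cutoff set at the mean over all compounds plus 3 SD, cut at about 18% in these data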;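 further: higher means more holoenzyme dissociation and a rise in polarization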
# OPRM1-OPRD1 inv – inverse agonists of MOR-DOR heterodimerization, primary screen, cell-based, luminescence | inhibition, % at 9.3 µM | cell-based MOR-DOR heterodimer luminescence, inverse agonism | Mu-type opioid receptor (Homo sapiens) + Delta-type opioid receptor (Homo sapiens), … | 0.21% of 340,000 active; in the data active means inhibition above about 22%, passing the limit was not always enough;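 further: 0% = cells with DMSO and 100% = wells without cells with DMSO; values of inactives mirror those of a sister screen read the other way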
# Ecoli viability – E. coli V3065 growth inhibition, primary screen, counter-screen for AddAB inhibitor project, absorbance, OD600. 18 h. inhibition, % at 11.9 µM. 0.27% of 330,000 active. AID 449728, 2010;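 active means inhibition above the campaign's mean inhibition across all tested compounds plus 3 SD, cut at about 9.9% in these data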;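 further: uninfected addAB+ strain grown without phage in ampicillin broth; 0% = DMSO wells and 100% = ciprofloxacin 0.95 µg/ml wells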
# PfHsp90 yeast 2 – growth inhibition of PfHsp90-expressing yeast, primary screen, antimalarial PfHsp90 inhibitor project, S. cerevisiae, BacTiter-Glo luminescence, single point, set 2 | 0.32% of 310,000 active | inhibition, % at 9.4 µM | BacTiter-Glo ATP, 48 h; yeast lacking PDR1 and PDR3 efflux regulators;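 active means every replicate shows inhibition above about 80%, whatever the replicate mean, limit read from the data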;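 further: 0% = DMSO neutral controls and 100% = 20 µM radicicol positive controls; yeast relying on Plasmodium falciparum Hsp90 in place of its own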
# AddAB inh – growth inhibition of E. coli expressing H. pylori AddAB, primary screen, AddAB inhibitor project, absorbance | inhibition, % at 11.9 µM | 0.29% of 330,000 active; in the data active means inhibition above about 12%;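 further: 0% = vehicle wells of infected cells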
# PKA-R1A activ – activators of PKA-R1A holoenzyme, primary screen, biochemical, fluorescence polarization, Cy5-IP20, bovine R1A, mouse PKAc; cAMP-dependent protein kinase type I-alpha regulatory subunit (Bos taurus) + …; activation, % at 11.4 µM; PKA-R1A dissociation; scaled: DMSO 0%, 113 µM cGMP 100%; AID 504707, 2011; 0.083% of 340,000 active;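 active means percent activation above the mean of all tested compounds plus 3 SD, cut at about 19% in these data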;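 further: higher means more PKAc released from R1A so a rise in polarization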
# Mot1-301 SUMO – yeast Mot1-301 growth rescue at high temperature, primary screen, SUMOylation pathway inhibitor project, S. cerevisiae, ATP luminescence, 38.5C. growth rescue, % at 18.8 µM. 1% of 320,000 active. S. cerevisiae Mot1-301 growth rescue; percent above DMSO median, 100 means doubled;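 active means every valid replicate shows activation above 250% relative to neutral control wells; inactive means the rest, any valid replicate at or below 250%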;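 further: OY570 slx delta 5 strain wells were the positive control but not used for scaling; some compounds called inactive have numbers as strong as hits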
# * hit, by the source's call; nt = no result given.
SMILES,MOR-DOR ag,HTR5A inv ctr,Tat export inh,phage Ecoli inh,PKA-R2B act,OPRM1-OPRD1 inv,Ecoli viability,PfHsp90 yeast 2,AddAB inh,PKA-R1A activ,Mot1-301 SUMO
COc1ccc(/C=C/C(=O)NC(=S)Nc2ccccn2)cc1,0.2,-4,6,-1.5,-3,-1,-0.3,-15,0.5,4,900*
COc1cccc(C2NC(=O)CCC2[N+](=O)[O-])c1 (stereo unspecified),-0.9,6,-3,1.6,0,4,-1.0,-3,0.2,-3,-11
CCCNC(=O)C(Cc1ccccc1C)NC(=O)c1ccc(C(F)(F)F)cc1 (stereo unspecified),1.4,-15,1,4.2,-1,-7,-2.3,nt,-2.8,-8,13
C[C@H]1CN([C@@H](C)CO)C(=O)c2cc(NC(=O)c3ccncc3)ccc2O[C@H]1CN(C)Cc1ccc(C(=O)O)cc1,-0.8,-30,-5,0.4,4,4,-0.3,5,2.2,-4,2
CC(C)CC(NS(=O)(=O)c1ccccc1)C(=O)O (stereo unspecified),-3.5,-4,-5,0.5,-10,18,0.7,nt,0.8,-7,-6
CN(Cc1ccccc1)C(=O)c1[nH]cnc1C(=O)NCC(=O)OC(C)(C)C,-2.6,-11,-9,-0.8,7,15,-0.3,7,3.9,-7,11
NC[C@H]1O[C@H](O[C@H]2[C@H](O)[C@@H](O[C@H]3O[C@H](CO)[C@@H](O)[C@H](N)[C@H]3O)[C@H](N)C[C@@H]2N)[C@H](N)C[C@@H]1O,-4.6,-45,-15,nt,-15,25,0.0,-33,0.2,-2,-8
CC(NC(=S)NC1CCC(C(C)(C)C)CC1)c1ccccc1 (stereo unspecified),6.8,-9,1,5.3,-4,-39,nt,1,nt,-4,-18
CCOC(=O)C1CN(S(C)(=O)=O)c2cc(CC(=O)OC)ccc2O1 (stereo unspecified),-3.9,1,-2,2.3,-10,20,0.9,11,2.9,-5,1
COCCNC(=O)C(c1ccc(C)o1)N(CC1CCCO1)C(=O)Cn1nnc2ccccc21 (stereo unspecified),-0.2,5,-6,0.9,2,1,0.0,21,0.0,7,-9
NC(=O)c1c(NC(=O)C2CC=CCC2C(=O)O)sc2c1CCCCC2 (stereo unspecified),-0.2,-11,-7,0.2,-4,2,-0.8,-4,0.1,-14,-11
O=C(Cn1cc([N+](=O)[O-])ccc1=O)NCc1ccc(Cl)cc1Cl,0.0,-13,3,1.7,1,0,-0.8,-23,-0.1,0,-2
COc1ccc(CCNC(=O)c2cccc(-n3cnnn3)c2)cc1,-2.0,7,-6,3.2,7,11,1.3,nt,0.6,8,36
CC(C)CC(NS(=O)(=O)OCC(Cl)(Cl)Cl)c1ccccc1 (stereo unspecified),11,10,11,2.5,-7,-48,1.5,12,2.9,-10,7
O=C(Nc1ccccc1N(C(=O)c1ccco1)S(=O)(=O)c1cccs1)c1ccco1,-3.3,4,-4,2.1,-6,14,-0.6,5,2.9,-14,7
Cc1nn(CC(=O)NCCCN2C(C)CCCC2C)c(=O)c2cc3occc3n12 (stereo unspecified),-1.7,4,-2,2.2,-5,9,0.4,15,3.2,-2,-12
Cc1ccc(C(=O)C[n+]2cccc3cc(C)ccc32)cc1,-2.1,-10,-1,6.1,-14,10,1.6,9,3.0,1,-6
COc1ccccc1NS(=O)(=O)c1cccc(C(=O)NCc2ccco2)c1,-3.3,2,-1,3.2,-4,16,0.8,17,0.8,-1,-3
CCOC(=O)Cn1c(-c2ccc(Cl)nc2)nc2ccccc21,2.1,-11,-14,2.5,-6,-11,1.6,37,-0.8,4,6
COc1cc(OC)cc(C(=O)OCC(=O)N2CCCC2)c1,2.9,-16,0,-0.7,-2,-18,-2.8,16,-2.9,-6,2

# Part of the list above in another layout.
Compound	MOR-DOR ag	HTR5A inv ctr	Tat export inh	phage Ecoli inh	PKA-R2B act	OPRM1-OPRD1 inv	Ecoli viability	PfHsp90 yeast 2	AddAB inh	PKA-R1A activ	Mot1-301 SUMO
CCCNC(=O)C(Cc1ccccc1C)NC(=O)c1ccc(C(F)(F)F)cc1 (stereo unspecified)	1.4	-15	1	4.2	-1	-7	-2.3	nt	-2.8	-8	13
CC(NC(=S)NC1CCC(C(C)(C)C)CC1)c1ccccc1 (stereo unspecified)	6.8	-9	1	5.3	-4	-39	nt	1	nt	-4	-18

# (list continues)
SMILES,MOR-DOR ag,HTR5A inv ctr,Tat export inh,phage Ecoli inh,PKA-R2B act,OPRM1-OPRD1 inv,Ecoli viability,PfHsp90 yeast 2,AddAB inh,PKA-R1A activ,Mot1-301 SUMO
COc1ccc(C2OCC3(CO2)SC(N)=NC3=O)cc1 (stereo unspecified),-1.9,0,-1,0.0,5,11,0.8,14,1.8,-5,5
COc1ccc(-c2ccc3c(c2)[C@@H]2C[C@H](N(C)S(=O)(=O)c4ccccc4)[C@H]([C@H](C)O)C(=O)N2CC3)cc1,-1.9,-9,8,2.0,-7,9,nt,6,nt,-4,nt
CCCn1c(C)nc2c(c1=O)c1nc3ccccc3nc1n2-c1ccccc1,-1.2,25,-3,1.5,-2,6,nt,9,nt,-9,nt
COc1ccc(OC)c(NC(=S)N2CCN(C(=O)C3CCCO3)CC2)c1 (stereo unspecified),-0.4,-3,7,0.7,0,2,nt,22,nt,-3,-9
CCOc1ccccc1C(=O)N(Cc1ccccc1)Cc1cc2cc3c(cc2[nH]c1=O)OCCO3,1.3,22,0,0.8,-6,-8,2.4,-16,0.8,-12,60
CCOC(=O)N1CCN(S(=O)(=O)c2ccc3c(c2)SC(C)C(=O)N3)CC1 (stereo unspecified),-0.8,5,-2,2.5,8,4,0.2,nt,2.0,-10,14
CN(C)S(=O)(=O)c1ccc(C(=O)NCc2cccs2)cc1,-0.5,-20,-1,4.9,-7,3,1.9,nt,3.5,-11,-16
Cc1cnccc1NC(=O)c1cccs1,0.1,4,-12,2.3,-1,-1,-0.7,9,1.3,1,8
CC(C)(C)OC(=O)N1CCC(CNC(=O)c2ccccc2)CC1,nt,nt,2,2.2,nt,nt,0.5,5,2.8,nt,-3
COc1cc(/C=C/C(=O)OCC(=O)c2c(N)n(C)c(=O)n(C)c2=O)ccc1O,-2.6,-1,-7,3.4,-6,13,0.1,4,-1.6,-16,-4
CCc1nnc(NC(=O)CN2CCN(Cc3cccc(F)c3)CC2)s1,-0.1,-24,6,-0.7,-7,1,-0.6,6,2.3,4,6
Cn1c(NNC(=O)C(c2ccccc2)c2ccccc2)cc(=O)n(C)c1=O,-5.1,5,-8,0.3,-2,24,1.1,-8,4.6,2,-7
CCOc1cc(NC(=S)Nc2cccc(OC)c2)c(OCC)cc1NC(=O)C(C)C,0.5,-7,-5,1.6,-9,-2,1.6,-8,0.0,1,-2
C/C(=N/NS(=O)(=O)c1ccc(C)cc1)c1c(O)c2ccccc2oc1=O,-2.0,-23,-2,1.4,-12,10,-1.8,-5,-0.5,-8,6
O=C(NCCCn1ccnc1)c1ccc(S(=O)(=O)Nc2ccccc2)cc1,-3.0,12,-2,0.9,-4,15,-1.4,-26,-0.8,-10,5
Cc1nc(SCC(=O)NCCc2ccccc2)c2c(=O)n(C)c(=O)n(C)c2n1,0.3,0,4,0.4,-4,-2,-0.2,4,-1.3,7,-8
CC(C)CC(NC(=O)C1CCCN1C(=O)[C@@H](C)NC(=O)OCc1ccccc1)C(=O)NCC(N)=O (stereo partly specified),-1.5,1,-2,0.6,2,8,0.1,6,-1.7,3,-16
NC(=S)N/N=C/c1c(O)ccc2ccccc12,-1.5,4,-4,1.0,-6,8,1.7,20,2.2,-2,-22
O=C(CSc1nc2c(cnn2-c2cccc(Cl)c2)c(=O)[nH]1)NCC1CCCO1 (stereo unspecified),-0.8,-2,-3,2.1,1,3,1.4,25,2.4,-4,-12
COc1ccc(NC(=O)CN2CCN(c3nc(-c4cccc(OC)c4)cs3)CC2)cc1,2.0,-17,8,3.1,-8,-11,1.0,nt,0.1,-9,-17
Nc1nccc(-c2ccc(-n3cnc4ccccc43)cc2)n1,-0.7,12,0,0.9,4,3,1.2,2,-0.5,3,82
COc1ccc(S(=O)(=O)n2c(CCN3CCOCC3)nc3ccccc32)cc1,-2.8,1,-2,3.6,6,16,-0.8,nt,3.6,6,0
COc1ccc(OC)c(S(=O)(=O)Nc2cccc(-c3ccc4nncn4n3)c2)c1,-0.9,13,0,5.2,6,4,-1.8,2,-1.2,7,93
CC(=O)Nc1ccc(S(=O)(=O)N(C)CC(=O)NCCOc2ccccc2)cc1,-0.6,12,4,6.7,3,2,-1.3,14,1.3,-13,-8
O=C(CCCOc1ccc(Cl)cc1Cl)NCCc1ccccn1,0.1,16,6,0.1,0,-1,-0.6,-3,2.1,1,41
CCN(C(=O)CSc1nnc2c3ccccc3n(CC)c2n1)C1CCS(=O)(=O)C1 (stereo unspecified),-1.4,14,0,1.9,1,7,1.1,7,4.6,-2,-16
Cc1ccc(NC(=O)c2ccc(S(=O)(=O)N3CCCC3)cc2)nc1,0.5,20,-4,0.7,2,-3,2.5,3,-1.6,8,-23
CC(=O)c1ccc(-c2nnc(CCC(=O)N(C)Cc3c(C)nc4ccccn34)o2)s1,-0.2,-12,-4,2.0,3,1,1.3,nt,1.9,0,-8
Cc1ccc(NC(=O)NC2C(NC(=O)Nc3ccc(C)cc3)N(C)C(=O)N2C)cc1 (stereo unspecified),-2.8,10,-3,1.2,-9,16,-2.0,nt,0.9,-8,-4
CCCCOC(=O)n1c(=O)oc2cc(S(=O)(=O)N3CCCCC3)ccc21,7.7,-6,5,3.3,-7,-43,0.0,11,0.9,-4,53
CCOc1ccc2c(c1)C(c1ccc(C)cc1)=NNC(c1ccc(C)cc1)=N2,-0.8,5,-11,1.4,12,5,2.4,-17,3.0,-9,5
CCOC(=O)c1ccc(NC(=O)NCc2c(C)nn(CC)c2C)cc1,0.9,-15,2,2.1,3,-4,0.9,5,3.6,2,0
COc1ccc2ccc(=O)oc2c1CC(=O)C(C)C,-3.3,9,10,0.2,6,18,-0.3,4,1.1,-14,nt
CCCc1cc(=O)oc2cc(C)cc(OCC(=O)NCC(O)c3ccccc3)c12 (stereo unspecified),-0.4,-21,-5,-1.1,4,2,-0.9,8,-0.3,8,-3
Cc1ccc(S(=O)(=O)N2CCC(=O)N(C(COCc3cccc(C(F)(F)F)c3)Cc3ccccc3)CC2)cc1 (stereo unspecified),6.4,-18,-1,3.0,-5,-29,0.0,-14,-0.2,-5,-6
COc1cc(NC(=O)c2cccc(F)c2)ccc1NC(=O)c1cc2ccccc2o1,16,-11,0,-0.4,-2,-75,-0.4,-25,-1.2,3,3
COc1cc(OC)c(NS(=O)(=O)c2coc(C(N)=O)c2)cc1Cl,-3.0,-5,5,1.8,-5,15,0.5,3,1.9,-7,-13

# Source: PubChem BioAssay (several laboratories)
